Yeast superoxide – yeast age-related superoxide inhibition as caloric restriction mimetic; S. cerevisiae aged cells, superoxide DHE fluorescence; active compounds read low; superoxide response (% of plate mean), % at 10 µM; 330,000 compounds, 0.18% hits; AID 2690;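 active means superoxide response under a set limit, about three screen SD below normal, cut at about 65% in these data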;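 further: yeast aged for seven days with compound at 30 °C before DHE staining; 100% = average MFI of all compound-treated wells on the plate with controls excluded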
GRK2 inh – blocks RNA aptamer binding to human GRK2. P25098. AID 488847. bead flow cytometry, FAM-aptamer displacement from GRK2. inhibition of aptamer binding, % at 10 µM. 330,000 compounds, 0.59% hits;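 active means inhibition of aptamer binding above 40%, roughly 3 SD of noise, on plates passing a quality check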;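 further: median bead fluorescence of bound FAM aptamer so fluorescent compounds give negative values; no value below 0 was filed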
MEX-5 binding – C. elegans MEX-5 TCR-2 RNA binding activity. Q9XUB2. MEX-5/FITC-TCR2 RNA binding, fluorescence polarization; active compounds read low. activity score (negative = inhibition of binding), % at 10 µM. 300,000 compounds, 0.38% hits;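 active means inhibition past about -25% in most replicates, and total fluorescence under double the plate's negative control median, limit read from the data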;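 further: 0% = DMSO and -100% = 5 µM competing unlabeled TCR2 RNA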
Target sequence (Q9XUB2 whole entry, looked up): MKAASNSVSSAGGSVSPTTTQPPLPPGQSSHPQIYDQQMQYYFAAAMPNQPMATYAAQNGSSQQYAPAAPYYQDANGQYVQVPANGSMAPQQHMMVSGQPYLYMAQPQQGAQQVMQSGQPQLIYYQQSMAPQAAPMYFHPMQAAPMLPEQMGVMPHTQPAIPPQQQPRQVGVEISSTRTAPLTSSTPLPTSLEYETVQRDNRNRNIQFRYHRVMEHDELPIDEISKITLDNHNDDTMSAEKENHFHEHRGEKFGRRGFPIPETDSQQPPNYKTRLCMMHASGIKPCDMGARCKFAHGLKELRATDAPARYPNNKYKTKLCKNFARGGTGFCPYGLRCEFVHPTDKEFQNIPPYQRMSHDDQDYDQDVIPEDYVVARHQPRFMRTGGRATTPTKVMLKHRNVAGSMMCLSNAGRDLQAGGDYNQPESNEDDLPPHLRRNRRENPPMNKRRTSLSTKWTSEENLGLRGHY
Bcl-xL primary – Bcl-xL (human) inhibition; Q07817; GST-Bcl-xL / FITC-Bim BH3 peptide fluorescence polarization; inhibition, % at 10.9 µM; 320,000 compounds, 0.7% hits;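 active means inhibition above the mean of all tested compounds plus 3 SD, cutoff set per campaign, cut at about 30% in these data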;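 further: 0% = DMSO wells and 100% = unlabeled Bim-BH3 peptide competitor; inhibitors lower millipolarization by displacing the labeled peptide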
Target sequence (Q07817 whole entry, looked up): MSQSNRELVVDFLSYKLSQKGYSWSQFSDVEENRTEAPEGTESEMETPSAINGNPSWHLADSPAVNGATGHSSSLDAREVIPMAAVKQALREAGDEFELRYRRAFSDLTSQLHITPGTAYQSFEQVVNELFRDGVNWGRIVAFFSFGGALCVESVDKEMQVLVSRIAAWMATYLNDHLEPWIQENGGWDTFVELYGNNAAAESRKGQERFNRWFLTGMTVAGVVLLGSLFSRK
MCL1-BIM inh – disrupts human MCL1 binding to BIM-BH3 peptide; Q07820; GST-MCL1 / FITC-Bim-BH3 fluorescence polarization; inhibition, % at 10.9 µM; 320,000 compounds, 0.68% hits; AID 2057;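 active means inhibition above the mean inhibition of all tested compounds plus 3 SD, set per campaign, cut at about 40% in these data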;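 further: 0% = DMSO wells and 100% = unlabeled Bim-BH3 peptide control; higher means more loss of mP so more displacement of Bim peptide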
Target sequence (Q07820 whole entry, looked up): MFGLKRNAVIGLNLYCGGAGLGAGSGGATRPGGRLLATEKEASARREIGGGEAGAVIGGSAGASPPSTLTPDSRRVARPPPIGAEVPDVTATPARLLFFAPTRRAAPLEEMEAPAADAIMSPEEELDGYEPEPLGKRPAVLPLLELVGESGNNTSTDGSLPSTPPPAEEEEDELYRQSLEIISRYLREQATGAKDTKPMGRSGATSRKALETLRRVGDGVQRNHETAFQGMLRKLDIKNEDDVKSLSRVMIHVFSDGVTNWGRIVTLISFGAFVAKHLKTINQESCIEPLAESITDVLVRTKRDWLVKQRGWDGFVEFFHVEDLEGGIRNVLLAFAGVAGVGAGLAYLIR
GLD-1 TGE inh – GLD-1-TGE RNA interaction inhibition (C. elegans); purified GLD-1 + fluorescein TGE RNA, fluorescence polarization; inhibition, % at 5.96 µM; 320,000 compounds, 0.44% hits; AID 2280;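 active means percent inhibition above a per-plate cutoff, the plate mean of test compounds plus 3 SD, cut at about 30% in these data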;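 further: 0% = DMSO wells with GLD-1 and probe and 100% = wells lacking GLD-1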
VLA-4 inh – inhibition in a human VLA-4 binding assay. VLA-4 expressing cells, ligand binding flow cytometry. inhibition, % (about 7 µM as worked out from the volumes in the protocol). 330,000 compounds, 0.2% hits. AID 2557; in the data active means inhibition above about 50%
CIT2 TOR yeast – alters CIT2-GFP fluorescence in TOR pathway yeast screen; S. cerevisiae CIT2-GFP strain, flow cytometry, 3 h; 100 means same as DMSO wells; GFP response vs DMSO, % at 10 µM; 320,000 compounds, 0.065% hits;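 active means GFP response relative to DMSO above a set limit, near the screen mean plus 3 SD, cut at about 150% in these data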;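 further: ratio of well median GFP fluorescence to mean of DMSO wells on the plate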
AGP1-GFP MLPCN – alters AGP1-GFP fluorescence in TOR pathway yeast screen. S. cerevisiae AGP1-GFP multiplex flow cytometry, 3 h; GFP as percent of DMSO wells. GFP response vs DMSO, % at 10 µM. 320,000 compounds, 0.02% hits;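 active means GFP response relative to DMSO above a set limit, near screen average plus 3 SD, cut at about 150% in these data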;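 further: median GFP channel fluorescence of the gated AGP1 strain per well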
An asterisk follows results filed as active; . = not tested or not shown.

SMILES	Yeast superoxide	GRK2 inh	MEX-5 binding	Bcl-xL primary	MCL1-BIM inh	GLD-1 TGE inh	VLA-4 inh	CIT2 TOR yeast	AGP1-GFP MLPCN
NC(=O)COC(=O)CSc1cccc2cccc(Cl)c12	102.1	0.0	0.0	-0.3	-1.8	0.6	5.9	84.4	92.9
Cc1ccc(S(=O)(=O)CCC(=O)Nc2ccc3c(c2)OCO3)cc1	97.5	1.0	-0.6	0.4	7.9	0.5	2.5	108.0	100.8
O=C(OCc1ccc(Cl)cc1)c1cccnc1Cl	105.5	4.0	-1.6	-1.7	-6.5	-2.1	5.9	85.3	92.1
COC(=O)c1ccccc1NC(=O)CSc1nnc(COc2cccc(OC)c2)n1C	96.7	1.0	-1.8	-0.5	-1.6	12.4	-5.6	83.1	98.0
Cc1ccc(C)c(N2CCN(C(=O)c3csc(C)c3C)CC2)c1	98.6	0.0	0.8	5.2	10.3	3.1	-7.4	90.8	95.5
Cc1onc(-c2ccccc2Cl)c1C(=O)Oc1cccc2cccnc12	86.0	0.0	-1.0	6.8	11.3	1.4	10.9	94.4	86.5
O=C(CN(C(=O)CNC(=O)c1ccco1)c1ccc(F)c(Cl)c1)NC1CCCCC1	116.9	0.0	0.3	0.9	-0.4	10.0	4.5	97.4	99.5
O=C(Nc1cc(C(F)(F)F)ccc1N1CCOCC1)c1cncc(Br)c1	97.4	0.0	1.7	4.8	2.9	-6.1	-6.7	77.6	89.1
C/C=C/c1ccc(OCC(=O)Nc2cc(C(F)(F)F)ccc2N2CCOCC2)c(OC)c1	95.8	0.0	-1.2	-4.5	-8.6	0.0	12.0	99.3	94.8
CCCOc1ccc(Cl)cc1CNc1ccccc1	138.1	1.0	0.3	3.2	8.8	3.5	-13.4	102.2	104.0
CCCCn1c(N)c(N(CCOC)C(=O)CN(C)S(=O)(=O)c2ccc(F)cc2)c(=O)[nH]c1=O	101.0	0.0	1.6	-4.8	-5.7	5.6	-4.7	81.9	94.2
CCOc1ccc(CC(=O)Nc2nccs2)cc1OCC	94.8	1.0	2.5	-3.9	-7.1	3.0	-3.2	115.3	101.8
CCOC(=O)Cn1c2ccccc2c2nc3ccccc3nc21	98.7	0.0	-0.4	-1.3	6.5	3.7	6.2	90.0	91.1
CC(=O)c1ccc(NC(=O)Cn2cnc(S(=O)(=O)N3CCc4ccccc43)c2)cc1	94.0	1.0	-1.3	0.1	7.1	3.5	24.3	103.1	104.7
COc1cccc(OCC(O)CN2CCC(CN3C(=O)c4cccc5cccc(c45)C3=O)CC2)c1 (stereo not given)	113.2	0.0	0.6	1.8	-1.8	0.2	16.3	108.0	104.7
CCC(=O)N=c1n(C)c2ccccc2n1CCOc1ccccc1	103.9	0.0	0.3	-4.5	-4.7	3.1	-1.7	98.1	103.7
CC(=O)c1c(COC(=O)c2ccc(Cl)cc2)nc2ccccc2[n+]1[O-]	95.4	0.0	4.3	4.9	-0.3	5.7	5.9	97.3	122.1
O=C(CN1CCN(Cc2ccc(F)cc2)C1=O)NC1CCCC1	99.0	0.0	-0.1	5.5	2.1	-0.3	3.5	105.4	109.3
CCN(CC)Cc1c(C(=O)N/N=C/c2ccc(C)o2)nnn1-c1nonc1N	85.2	0.0	2.1	1.3	4.4	5.8	-7.3	103.3	101.7
CC(C)C(C(=O)Nc1ccc2c(c1)OCCO2)N1C(=O)c2ccccc2C1=O (stereo not given)	97.5	2.0	1.4	2.0	4.6	-0.4	0.0	96.6	105.4
Cn1c(N)c(C(=O)COC(=O)c2ccccc2NCc2ccco2)c(=O)n(C)c1=O	95.6	1.0	-1.8	4.1	-3.9	-2.0	15.8	97.0	104.8
Cc1cc(C)c(S(=O)(=O)N2CCOCC2)cc1C	113.8	0.0	-1.8	-0.2	-2.8	-7.0	13.4	78.7	104.4
O=C(Cn1ncc2c(=O)oc3ccccc3c21)N1CCCc2ccccc21	88.8	2.0	-0.8	-2.1	-4.1	2.4	16.6	99.8	103.1
COc1cc2[nH]c(=S)nc(NC3CCCCCC3)c2cc1OC	97.3	0.0	1.7	18.2	22.9	-12.0	0.4	99.3	94.5
CCOc1cc2[nH]c(=O)n(CCCN3CCCC3=O)c(=O)c2cc1OCC	94.9	1.0	-5.1	6.8	-0.5	-2.8	-13.3	105.8	102.1
Cc1cccc(C(O)(C(=O)NNc2ccc3ccccc3n2)c2cccc(C)c2)c1	85.9	3.0	-1.0	5.0	14.8	2.2	0.0	100.1	102.3
CC(Oc1cccc2ccccc12)C(=O)N/N=C/c1cccnc1 (stereo not given)	104.8	0.0	2.9	1.6	8.3	-0.8	-0.3	90.8	89.0
COc1cc(-c2cc(N)n(S(=O)(=O)c3ccccc3)n2)cc(OC)c1OC	102.1	1.0	-0.5	2.6	1.8	1.7	11.0	82.6	99.9
Cc1cc(NC(=O)c2ccc(S(=O)(=O)N3CCOCC3)cc2)no1	106.2	3.0	-5.5	1.8	-1.3	-5.6	10.5	90.3	93.4
C[C@H](NS(=O)(=O)c1ccc(Cl)cc1)C(=O)OCC(=O)N1CCOCC1	125.8	8.0	.	.	.	5.8	18.8	84.8	91.1
Cc1cc(C(=O)NC2CCCC(C)C2C)c2ccccc2n1 (stereo not given)	106.3	6.0	-0.1	-6.2	-10.2	-0.9	9.8	97.2	105.5
Cc1ccc(OCc2ccc(C(=O)Nc3ccc(C(N)=O)cc3)o2)c([N+](=O)[O-])c1	99.8	0.0	-1.0	-127.7	-89.2	2.1	-1.4	104.7	98.6
Cn1cccc1Cc1nnc(SCC(=O)NCCc2ccccc2)n1C	85.7	2.0	0.6	3.4	5.5	4.2	3.3	102.2	104.3
CC(C)Cn1c(N)c(C(=O)COC(=O)C2CCCN2C(=O)c2cccs2)c(=O)n(C)c1=O (stereo not given)	92.0	0.0	.	-3.1	-0.4	-1.2	2.3	101.9	92.3
N/C(=N\OC(=O)c1cccc(F)c1)c1cccc([N+](=O)[O-])c1	103.0	6.0	3.1	-0.8	9.2	5.9	12.5	110.7	95.2
Cc1ccccc1CNC(=O)C(=O)NCC1CCCN1S(=O)(=O)c1ccccc1 (stereo not given)	95.4	0.0	-1.6	3.4	0.7	-1.2	9.2	86.4	100.8
O=C(Cc1ccccc1)Nc1ccc(-c2nnc(-c3ccco3)o2)cc1	126.4	0.0	-4.0	-5.0	-7.3	-4.3	2.4	94.9	103.5
COC(=O)[C@@H]1C[C@H]2CC[C@H](O)C[C@H]2N1Cc1ccc(C(F)(F)F)cc1	93.9	0.0	-0.3	4.8	4.4	-2.8	1.3	102.5	110.2
CCCCCOc1ccc(C2C(C(C)=O)=C(C)Nc3ncnn32)cc1OC (stereo not given)	112.0	1.0	0.0	2.6	-3.5	-4.1	15.7	104.6	103.9
CN(C)C(=O)Nc1cnc2ccccc2c1	110.2	2.0	-0.6	2.8	8.4	-5.5	-10.0	110.4	102.7
CC(C)CC(C)c1cc(N)nc2nc3ccccc3n12 (stereo not given)	98.6	3.0	1.5	1.5	9.3	2.7	4.7	103.3	111.4
CC(=O)c1c(C)[nH]c(C(=O)N2CCN(S(=O)(=O)c3ccc(F)c(F)c3)CC2)c1C	103.6	1.0	-0.9	7.2	4.8	5.5	1.6	93.1	105.4
Cn1c(=O)n(C)c2cc(S(=O)(=O)NCc3ccco3)ccc21	70.2	1.0	1.2	4.6	-2.2	0.6	4.4	87.6	86.6
CCCCNc1oc(-c2cccs2)nc1S(=O)(=O)c1ccccc1	86.8	0.0	2.3	4.1	10.6	8.7	-1.5	87.2	101.9
N/C(=N\OC(=O)Cc1ccc(-c2ccccc2)cc1)c1ccccn1	110.9	1.0	0.4	1.2	2.0	-1.3	-11.0	87.2	82.2
COc1ccc(OC)c(NC(=O)CCNS(=O)(=O)c2ccc3c(c2)c(=O)n(C)c(=O)n3C)c1	105.1	0.0	0.8	2.9	3.3	4.4	-2.0	109.8	97.1
Cc1ccc(-n2nc(C)c(C3(O)C(=O)N(C)c4ccccc43)c2N)cc1 (stereo not given)	115.9	0.0	0.1	0.1	6.5	2.2	4.8	101.3	102.5
CC(=O)C1=C(C)OC(N)=C(C#N)C1c1cc2cc(C)c(C)cc2nc1Cl (stereo not given)	102.4	1.0	-3.9	5.0	-1.5	-0.7	2.0	.	95.3
Cc1noc(C)c1C(=O)OC(C)C(=O)N1CCc2ccccc21 (stereo not given)	85.2	0.0	.	5.1	5.9	5.9	16.9	101.7	103.2
COC(=O)c1sc(N2C(=O)C(O)=C(C(=O)c3ccc(C)o3)C2c2ccc(F)cc2)nc1C (stereo not given)	106.3	1.0	-0.7	-16.1	-32.6	-16.7	-5.5	100.5	98.8
CCOc1cc(NC(=S)Nc2ccc(Cl)cc2)c(OCC)cc1NC(C)=O	125.5	3.0	0.3	5.4	4.1	8.1	-5.5	92.0	100.5
CCN(CC)c1ccc(NC(=S)NCC2CCCO2)cc1 (stereo not given)	93.7	0.0	-0.7	4.7	6.5	-1.2	16.6	107.7	109.0
COc1ccc(C(C(=O)NC2CCCC2)N(Cc2ccccc2)C(=O)c2nsc(Cl)c2Cl)cc1 (stereo not given)	94.1	3.0	0.4	0.3	0.4	6.9	-3.2	88.5	97.7
COc1ccc(Cl)cc1NC(=O)C(=O)NCc1ccncc1	107.7	0.0	-0.2	2.9	7.1	5.2	5.0	109.1	103.1
C=CCn1c(SCC(=O)c2[nH]c(C)c(C(=O)OCC)c2C)nc2scc(-c3ccccc3)c2c1=O	100.3	1.0	-3.4	1.0	0.9	2.7	7.2	99.5	95.8
CSCCNCc1c(C(=O)N2CCOCC2)nc2c(C)cccn12	98.2	3.0	-2.9	8.0	0.0	-2.6	7.0	94.7	99.9
Oc1c(Br)cc(Br)cc1/C=N/Nc1ccc(Cl)nn1	94.6	6.0	3.6	2.6	-1.1	3.8	-6.9	98.0	95.2
O=C(c1ccc(Br)o1)N1CCN=C1SCc1cccnc1	97.5	1.0	0.0	5.7	13.6	2.2	32.8	100.2	101.8
O=C1CN(C(=O)COc2c(Cl)cccc2Cl)c2ccccc2N1	92.5	0.0	2.1	-4.1	-7.7	-3.1	20.8	97.3	97.6
CC(C)c1cc(CNC(=O)CCc2nnc(CCCCc3ccccc3)o2)on1	81.9	0.0	0.1	3.0	3.8	5.6	-2.2	100.5	102.7

Fetched one by one from the list above, 2 records:
SMILES	Yeast superoxide	GRK2 inh	MEX-5 binding	Bcl-xL primary	MCL1-BIM inh	GLD-1 TGE inh	VLA-4 inh	CIT2 TOR yeast	AGP1-GFP MLPCN
O=C(Cc1ccccc1)Nc1ccc(-c2nnc(-c3ccco3)o2)cc1	126.4	0.0	-4.0	-5.0	-7.3	-4.3	2.4	94.9	103.5
Cn1c(N)c(C(=O)COC(=O)c2ccccc2NCc2ccco2)c(=O)n(C)c1=O	95.6	1.0	-1.8	4.1	-3.9	-2.0	15.8	97.0	104.8

The list goes on.
SMILES	Yeast superoxide	GRK2 inh	MEX-5 binding	Bcl-xL primary	MCL1-BIM inh	GLD-1 TGE inh	VLA-4 inh	CIT2 TOR yeast	AGP1-GFP MLPCN
CCN(CC)c1nc2n(c(=O)n1)CCO2	117.4	2.0	2.6	0.0	5.5	-0.2	-8.5	95.7	94.7
Cc1nn(C)cc1C(C)Nc1nc2nonc2nc1N1CCCCC1 (stereo not given)	97.2	0.0	0.7	-1.9	0.1	-4.5	11.7	89.2	93.6
Cc1c(C#N)c(N)nc(Cl)c1C#N	108.0	0.0	-4.2	9.2	9.4	-0.7	1.8	97.3	.
CN1CCC(NC(=O)Nc2ccc(Br)cc2)CC1	96.1	1.0	-6.4	0.8	-4.0	4.3	5.4	88.7	99.6
